ALDH1A1 block: inhibitors of human aldehyde dehydrogenase 1A1 | AID 1030 | Potency, µM (titrated, usually from 75.3 µM), without a hit: top-dose activity, negative = inhibition, actives largely listed as inhibitors | Purified ALDH1A1, NADH fluorescence, propionaldehyde substrate | hit rate 7.3% among 220,000; active = well fitted inhibition curve with a large enough effect, not every such curve was filed as active; inconclusive = small, poorly fitted or top-dose-only effect, or another doubt; inactive = no such curve, though single readings can be large or run the other way;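 also: plate controls were no enzyme wells and a reference inhibitor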
TexasRed fluor: alters Texas Red total fluorescence, flagging assay interference; Potency, µM (titrated, usually from 106 µM), for the others: at the top dose fluorescence change, negative = quenching; TRb/SRC2 Texas Red total fluorescence interference; hit rate 0.29% among 280,000; active = well fitted curve in either direction with a large enough effect; inconclusive = small, poorly fitted or top-dose-only effect
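Human TRb ligand-binding domain at 0.6 uM with 20 nM Texas Red SRC2 peptide in Tris buffer containing 1 uM T3 and 5% DMSO, incubated with compound 5 h at ambient temperature. Total fluorescence (555/632 nm) calculated as parallel + 2 × perpendicular.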
TRb-SRC2 inh: inhibitors of human thyroid hormone receptor beta-SRC2 interaction | TRbeta-SRC2 peptide binding, fluorescence polarization; receptor liganded with 1 µM T3 | P10828 | hit rate 0.065% among 280,000 | Potency, µM (titrated, usually from 106 µM), for the others: at the highest dose activity change, negative = inhibition, hits mostly inhibitors;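 also: plate controls were bound peptide for no effect and peptide without receptor for full effect; nearly all actives have a fitted effect of over 50% in size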
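Quantitative HTS by FP: 0.6 uM TRb LBD, 20 nM labeled SRC2 20-mer, 1 uM T3, 5% DMSO; 5 hr ambient incubation; % activity per concentration and potencies from concentration series.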
L3MBTL1 block: blocks human L3MBTL1; Q9Y468; AlphaScreen L3MBTL1–H3K9me1 peptide binding; Potency, µM (doses to about 57.1 µM), for the others: at the top dose activity, negative = inhibition, hits mostly inhibitors; hit rate 0.66% among 230,000; also: nearly all actives have a fitted effect of over 60% in size
Target sequence (Q9Y468 whole entry, looked up): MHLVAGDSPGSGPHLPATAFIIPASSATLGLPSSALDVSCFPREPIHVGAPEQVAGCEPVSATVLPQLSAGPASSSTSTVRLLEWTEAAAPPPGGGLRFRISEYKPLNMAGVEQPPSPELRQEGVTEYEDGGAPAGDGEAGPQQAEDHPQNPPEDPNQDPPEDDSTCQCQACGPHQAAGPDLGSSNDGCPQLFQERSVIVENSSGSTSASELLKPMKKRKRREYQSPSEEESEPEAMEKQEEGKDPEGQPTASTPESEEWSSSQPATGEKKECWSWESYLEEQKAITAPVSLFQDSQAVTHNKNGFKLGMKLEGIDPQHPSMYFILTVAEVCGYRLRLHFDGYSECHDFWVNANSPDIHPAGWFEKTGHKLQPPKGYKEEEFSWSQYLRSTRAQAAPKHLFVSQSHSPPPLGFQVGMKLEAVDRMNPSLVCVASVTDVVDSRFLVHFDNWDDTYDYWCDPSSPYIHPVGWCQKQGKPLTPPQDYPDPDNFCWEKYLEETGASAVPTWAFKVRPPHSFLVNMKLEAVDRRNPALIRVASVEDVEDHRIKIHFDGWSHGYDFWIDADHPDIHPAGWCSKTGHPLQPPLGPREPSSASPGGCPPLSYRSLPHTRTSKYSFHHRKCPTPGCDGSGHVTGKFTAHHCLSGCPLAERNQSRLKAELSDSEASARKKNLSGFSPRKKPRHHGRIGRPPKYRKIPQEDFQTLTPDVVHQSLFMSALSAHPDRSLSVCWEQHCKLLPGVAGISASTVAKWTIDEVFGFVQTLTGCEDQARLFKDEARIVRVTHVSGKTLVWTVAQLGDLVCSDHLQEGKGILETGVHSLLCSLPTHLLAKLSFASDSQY
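L3MBTL1 (50 nM) pre-complexed 30 min with biotinylated H3(1-15)K9me1 peptide (75 nM), then compounds added for 30 min at room temperature; AlphaScreen streptavidin donor/nickel chelate acceptor beads (10 ug/mL final) read after 30 min dark incubation.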
Tau fibril FP: inhibitors of human tau fibril formation. P10636. K18 P301L tau heparin fibrillization, Alexa594 FP, 6 h. Potency, µM (series often up to 57.7 µM), without a hit: at the highest dose activity, negative = inhibition, usual class: inhibitors. hit rate 0.39% among 280,000; also: nearly all actives have a fitted effect of over 55% in size
Target sequence (P10636 561-689 P618L limits assumed): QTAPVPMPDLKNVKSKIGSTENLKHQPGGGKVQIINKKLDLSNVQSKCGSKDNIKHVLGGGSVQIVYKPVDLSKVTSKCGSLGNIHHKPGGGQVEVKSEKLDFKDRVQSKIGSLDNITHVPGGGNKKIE
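Human tau K18 […] P301L fragment, 15 uM unlabeled plus 0.24 uM Alexa 594-labeled tau (final), with compound and 20 uM heparin in 100 mM sodium acetate pH 7; 6 hr at 37 C, then Alexa 594 FP read.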
Tau ThT inhib: inhibitors of human tau fibril formation, thioflavin T binding | Potency, µM (titrated, usually from 57.4 µM), for the others: top-dose activity, negative = inhibition, hits mostly inhibitors | recombinant tau K18 P301L, heparin-induced fibrillization, ThT fluorescence | P10636 | AID 1460 | hit rate 2.1% among 270,000; also: nearly all actives have a fitted effect of over 55% in size
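K18 P301L tau (15 uM + 0.24 uM Alexa 594-tagged), heparin 20 uM, NaOAc pH 7, 6 h 37 C; ThT 30 uM, 1 h RT, ex 450/em 510 nm.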
aGal spleen mod: alpha-galactosidase A (human) modulation; AID 2107; hit rate 0.008% among 240,000; human spleen homogenate, 4MU-alpha-Gal fluorescence, 40 min; Potency, µM (highest dose often 80 µM), inactives show at the highest dose activity change, negative = inhibition, usual class: inhibitors; P06280;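 also: 0% = enzyme with vehicle and -100% = no enzyme basal signal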
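Fluorogenic readout (Ex 365/Em 440 nm) of 4-methylumbelliferone released from 1 mM 4-MU-alpha-galactoside by spleen homogenate, 40 min at 37C, pH 5.0. Data normalized to no-enzyme and enzyme controls; Hill-equation AC50 from compound titrations.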
Tau fluor counter: counter-screen for tau fibril formation inhibitors | tau K18 P301L Alexa594 fluorescence, heparin fibrillization | hit rate 0.93% among 280,000 | Potency, µM (top dose mostly 57.7 µM), inactives show top-dose activity change, negative = decrease | AID 1463; also: nearly all actives have a fitted effect of over 55% in size
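Human tau K18 P301L (15 uM unlabeled, 0.24 uM Alexa 594-labeled) in 100 mM sodium acetate pH 7 with 20 uM heparin, 6 hr at 37 C. ThT 30 uM added, 1 hr ambient; Alexa 594 FP and total fluorescence read at 555/632 nm.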
* hit, by the source's call; ? = inconclusive; nt = not tested or not shown; & = joins results of further samples; [ ] = remark or other dose. Unless noted, calls follow the shape of the dose curve; as a rule, active = well fitted curve in the direction sought with a large enough effect; inconclusive = small, poorly fitted or top-dose-only effect, or another doubt; inactive = no such curve, though single readings can be large; an effect the other way counts as inactive or inconclusive. Unless noted, % is scaled to controls: 0 for no effect and ±100 for the full control effect; potency is read from the fitted curve at half-maximal effect.

Structure	Tau fluor counter	aGal spleen mod	TRb-SRC2 inh	L3MBTL1 block	Tau ThT inhib	ALDH1A1 block	TexasRed fluor	Tau fibril FP
O=C(Oc1c(Br)cc(C(=S)N2CCOCC2)cc1Br)c1ccc(Cl)cc1	-16%	-1%	5%	-21%	?	6.3µM*	3%	-14%
CCCCn1c(SCc2nc3ccccc3s2)nc2cc(S(N)(=O)=O)ccc21	-22%	11%	1%	nt	?	7%	5%	14%
N/C(=N\OC(=O)c1ccccc1)c1ccncc1	-5%	2%	-3%	13%	-7%	-3%	-1%	3%
Cc1[nH]c2ccccc2c1C(=O)C(=O)NCCOc1ccccc1	-12%	5%	-2%	nt	-7%	-6%	0%	6%
COc1ccc(NCc2cc3cc4c(cc3n(CC(=O)Nc3cc(C)cc(C)c3)c2=O)OCO4)cc1	?	nt	0%	nt	?	nt	0%	?
CCC(=O)Nc1nc2ccc3sc(C)nc3c2s1	-4%	5%	-9%	29%	4%	-4%	-4%	-7%
Cc1ccccc1C(=O)Nc1nnc(-c2ccc(C(C)(C)C)cc2)s1	1%	-9%	-6%	-2%	-1%	-1%	1%	1%
CCOc1cc(CNCc2cccnc2)ccc1OCC(=O)NC(C)(C)C	-11%	-6%	-3%	2%	-8%	-22%	-1%	-2%
CCN(CC)C(=O)COc1ccc(S(=O)(=O)N2CCOCC2)cc1	-1%	2%	-15%	4%	-7%	3%	-2%	-2%
CN(C)Cc1ccccc1-c1nc(N(C)Cc2ccco2)c2ccccc2n1	-8%	-6%	-2%	nt	?	-7%	-7%	0%
O=C(COc1ccc2c(c1)CCC2)NCc1ccccc1	4%	1%	-4%	10%	-1%	-1%	2%	-6%
Cc1csc(NC(=O)CSc2nc(C)cs2)n1	-2%	3%	-2%	-1%	2%	6%	-5%	-2%

Next section.
Structure	Tau fluor counter	aGal spleen mod	TRb-SRC2 inh	L3MBTL1 block	Tau ThT inhib	ALDH1A1 block	TexasRed fluor	Tau fibril FP
CC(=O)c1ccc(NC2OC(C)C(O)C(O)C2O)cc1 (stereo not given)	5%	2%	-21%	1%	0%	-6%	-3%	-2%
Cn1c(C(=O)N2CCN(c3ccc(Cl)cc3)CC2)cc2c(=O)[nH]c3ccccc3c21	-10%	12%	-1%	-3%	?	0%	1%	2%
COC(=O)c1csc2c(C(F)(F)F)cc(N3CCN(C(=O)Nc4ccccc4)CC3)nc12	7%	5%	1%	nt	nt	nt	-3%	-2%
O=S(c1ccsc1)c1ccsc1	-12%	-4%	-12%	?	-8%	10%	-5%	-3%
CC(=O)c1ccc(NC(=O)Cn2nc(C)c([N+](=O)[O-])c2C)cc1	-1%	3%	-5%	0%	4%	?	-6%	-2%
O=C(Nc1nc(N2C(=O)c3ccccc3C2=O)n(-c2ccccc2)n1)c1ccc(F)cc1	-5%	?	3%	18%	-4%	20µM*	1%	7%
O=C(NC(=S)Nc1nc(-c2ccccc2)cs1)c1cncc(Br)c1	-23%	-19%	-13%	-4%	?	1%	-3%	2%
O=S(=O)(NCC(c1ccco1)N1CCN(c2ccccc2F)CC1)c1ccccc1 (stereo not given)	-22%	-8%	1%	-6%	-7%	?	-5%	-6%
O=C(Nc1cc(S(=O)(=O)N2CCOCC2)ccc1O)c1ccco1	3%	-3%	2%	-1%	-6%	?	-1%	5%
Cn1cc(CNC(=O)c2cc(-c3ccc(Br)cc3)nc3ccccc23)cn1	0%	0%	7%	nt	6%	?	1%	0%
CC(C)(C)NC(=O)c1c(F)c(F)c(F)c(F)c1F	9%	-2%	-11%	3%	11%	1%	1%	4%
Cc1ccc2c(c1)c1ncnc(N3CCc4ccccc4C3)c1n2C	-19%	?	-12%	14%	?	?	-5%	-11%

(cont.)
Structure	Tau fluor counter	aGal spleen mod	TRb-SRC2 inh	L3MBTL1 block	Tau ThT inhib	ALDH1A1 block	TexasRed fluor	Tau fibril FP
Cc1nn(-c2ccccc2)c2c1N(CCCC(=O)NCc1ccccc1)C(=O)CS2	-5%	nt	2%	nt	-2%	nt	-10%	-4%
COc1ccc(S(=O)(=O)N2CCC(C(=O)NCc3ccccn3)CC2)cc1OC	-11%	-5%	-3%	nt	-10%	-1%	1%	-6%
CCOc1ccc(NC(=S)N(CCN2CCOCC2)Cc2ccc3c(c2)CCCN3CC)cc1	?	0%	-3%	nt	?	13µM*	-1%	12%
O=C(CSc1ccccn1)N/N=C/C=C/c1ccccc1	10%	3%	-15%	-6%	14%	6%	0%	1%
COC(=O)C(NNc1ccccc1C)(NC(=O)c1ccc(F)cc1)C(F)(F)F (stereo not given)	-17%	2%	2%	-9%	?	?	-3%	-7%
CCOC(=O)N1CCN(C(=O)c2cc(C)c3c(C)nn(-c4ccccc4)c3n2)CC1	-9%	8%	1%	1%	-9%	3%	3%	-2%
CCN(CC(=O)NCCc1ccccc1)S(=O)(=O)c1ccc(Br)cc1	-21%	2%	-14%	0%	-9%	-1%	1%	?
CCOC(=O)CN1C(=O)N[C@@H](c2cccc(C(F)(F)F)c2)C(C(C)=O)=C1C	-16%[11.6 µM]	1%[17.5 µM]	2%[11.2 µM]	nt	-11%[11.5 µM]	1%[13.5 µM]	0%[11.2 µM]	-5%[11.6 µM]
CCOC(=O)c1c(-c2ccccc2)oc2ccc(NS(=O)(=O)c3ccccc3)cc12	?	nt	9%	nt	-3%	nt	-5%	?
CCOc1ccccc1NC(=O)N1CCN(S(C)(=O)=O)CC1	-18%	4%	0%	5%	-15%	15%	0%	-10%
CCOc1ccc(Nc2oc(/C=C/c3ccc(OC)c(OC)c3)nc2C#N)cc1	-10%	nt	-3%	nt	?	nt	-1%	8%
Cc1cc(/C=C2\SC(=S)N(Cc3ccco3)C2=O)c(C)n1-c1ccccc1	?	-5%	0%	?	?	0.089µM*	-3%	5%

By substructure: the entries above containing a thiophene ring, fused or not
Structure	Tau fluor counter	aGal spleen mod	TRb-SRC2 inh	L3MBTL1 block	Tau ThT inhib	ALDH1A1 block	TexasRed fluor	Tau fibril FP
COC(=O)c1csc2c(C(F)(F)F)cc(N3CCN(C(=O)Nc4ccccc4)CC3)nc12	7%	5%	1%	nt	nt	nt	-3%	-2%
O=S(c1ccsc1)c1ccsc1	-12%	-4%	-12%	?	-8%	10%	-5%	-3%

The listing continues.
Structure	Tau fluor counter	aGal spleen mod	TRb-SRC2 inh	L3MBTL1 block	Tau ThT inhib	ALDH1A1 block	TexasRed fluor	Tau fibril FP
CCCCCCC(=O)Nc1c(O)c2ccccc2[nH]c1=O	5%	0%	-2%	33%[activator]	1%	?	-6%	2%
Cc1nc2sccn2c(=O)c1Br	-7%	1%	-30%	1%	-8%	-2%	1%	-7%
COc1ccc(C(=O)NCCCn2ccnc2)cc1	4%	7%	5%	-21%	1%	7.9µM*	3%	?
CCc1nc(SCc2cccnc2)c2c(=O)n(C)c(=O)n(C)c2n1	-6%	2%	-6%	5%	-15%	0%	-3%	-1%
CC(Oc1ccc(Cl)cc1Cl)C(=O)Nc1ccncc1 (stereo not given)	-6%	-3%	-3%	-6%	-1%	13%	2%	1%
NCCC[C@@H](CC(=O)N[C@@H]1CCNC[C@H]1C(=O)N[C@H](CC(=O)N[C@@H](CCC(=O)O)CC(=O)O)Cc1c[nH]c2ccccc12)NC(=O)C[C@H](CO)NC(=O)[C@@H]1CCCC[C@H]1N	-1%	-1%	-1%	nt	-7%	-12%	0%	-2%
Cc1cc(C)c(NC(=S)N2CCCC2C(=O)O)c(C)c1 (stereo not given)	-4%	-3%	-2%	13%	-4%	22µM*	3%	-3%
Cc1c(C(=O)O)c(C(=O)O)nc2ccc(N3CCOCC3)cc12	-6%	8%	-3%	?	-4%	?	0%	-15%
CC(C)[C@H](NC(=O)NCCC1=CCCCC1)C(=O)O	-3%	3%	3%	-1%	-3%	nt	-9%	0%
Cc1ccc(S(=O)(=O)/N=C2/C=C(Sc3ncn[nH]3)C(=O)c3ccccc32)cc1	?	8%	28µM*	-23%	3.5µM*	13µM*	-16%	14µM*
COc1cc(OC)c(NC(=O)CCCn2c(=O)oc3ccccc32)cc1Cl	-6%	-4%	-9%	4%	-1%	1%	0%	11%
Cc1ccc(-n2nnc(C(=O)Nc3cc(F)ccc3F)c2C)cc1F	?	nt	-2%	nt	-23%	nt	0%	3%

The list goes on.
Structure	Tau fluor counter	aGal spleen mod	TRb-SRC2 inh	L3MBTL1 block	Tau ThT inhib	ALDH1A1 block	TexasRed fluor	Tau fibril FP
COc1ccccc1N1CCN(CCCNC(=O)c2cnn(-c3cccc(Cl)c3)c2C2CCN(C(=O)OC(C)(C)C)CC2)CC1	-15%	nt	-4%	nt	?	nt	-5%	3%
CC(C)Sc1ccc(C(=O)Nc2ccc(F)cc2F)cn1	3%	3%	1%	5%	-1%	-3%	2%	-1%
CC(=O)NC(CC(=O)Nc1ccc(S(=O)(=O)N2CCCCC2)cc1)c1ccccc1 (stereo not given)	-20%	5%	7%	nt	-7%	?	0%	-14%
CCOC(=O)c1ccc(NC(=O)NS(=O)(=O)c2ccc(C)cc2)cc1	-5%	-9%	0%	-5%	-9%	-6%	-5%	5%
O=C(Cc1noc2ccccc12)Nc1ccc(Cl)cc1	-15%	-1%	3%	6%	3%	4%	-1%	-4%
C1CCC(N=C(NC23CC4CC(CC(C4)C2)C3)N2CCOCC2)CC1	-19%&-4%	6%&-6%	-1%&3%	nt	-10%&-7%	-3%&-5%	-7%&0%	-13%&1%
Cc1ccc2[nH]cc(C(=O)CN3CCN(c4ccccc4F)CC3)c2c1	-18%	1%	1%	0%	-14%	?	2%	-10%
COc1ccc(CCNC(=O)C(=O)Nc2ccccc2F)cc1	-2%	nt	1%	nt	-7%	nt	-4%	-6%
O=C(Nc1c(-c2ccccc2)nc2ccccn12)c1ccccc1F	-12%	nt	0%	nt	-4%	nt	-1%	-8%
Cc1cc(C(=O)OCC(=O)NCCCN2CCCC2=O)c2ccccc2n1	-1%	1%	-14%	1%	-5%	-5%	0%	-2%
Cn1ncc(N=Cc2ccccc2O)c1C(=O)Nc1ccccc1	-24%	-5%	-3%	nt	-5%	-9%	-6%	-10%
C=CCC1(/C=N/O)CCOC(C)(C)C1 (stereo not given)	-7%	1%	2%	9%	-3%	nt	-4%	-4%
CCn1c(SCC(=O)Nc2cccc(Cl)c2)nnc1-c1nonc1NC(C)=O	-22%	nt	0%	nt	7%	nt	4%	-14%
CCC(=O)Nc1cccc(NC(=S)NC(=O)c2cc3ccccc3o2)c1	-12%	1%	-10%	nt	-13%	-2%	0%	-10%

Source: PubChem BioAssay
